LRH-1 inv ag: inverse agonists of human LRH-1 (NR5A2); HEK293T StAR-luciferase reporter, LRH-1 transfected, 24 h; inhibition, % at 3.6 µM; 360,000 tested, 0.13% active; O00482;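 active means inhibition above the mean inhibition of all tested compounds plus 3 SD, cut at about 73% in these data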;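 further: 0% = DMSO wells and 100% = reporter-only cells lacking LRH-1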
TLR9-MyD88 inh: inhibitors of human TLR9-MyD88 binding; inhibition, % at 4.98 µM; Q9NR96+Q99836; 340,000 tested, 0.21% active; CHO BLA complementation TLR9-MyD88, CCF4 FRET ratio;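 active means inhibition above the mean over all tested compounds plus 3 SD, cut at about 21% in these data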;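 further: 0% = DMSO only wells and 100% = clavulanate BLA inhibitor control wells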
NOD2-RIPK2 inh: blocks binding of human NOD2 to RIPK2 | O43353 | CHO BLA complementation NOD2-RIPK2, CCF4 ratio | inhibition, % at 4.98 µM | 360,000 tested, 0.38% active; in the data active means inhibition above about 21%;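 further: 0% = vehicle only and 100% = reference blocker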
TWEAK-Fn14 inh: TWEAK-Fn14 signaling inhibition; TWEAK-stimulated Fn14 reporter cells, luciferase luminescence, 8 h; inhibition, % at 10 µM; 360,000 tested, 2% active; in the data active means inhibition above about 50%
ABHD5-PLIN5 inh: blocks binding of human ABHD5 to perilipin-5; Split G. princeps luciferase complementation, luminescence, 4 h; inhibition, % at 4 µM; 360,000 tested, 0.78% active;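 active means inhibition above the mean inhibition across every tested compound plus 3 SD, cut at about 22% in these data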;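 further: 0% = DMSO only wells and the 100% control is not disclosed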
NCOA2 inhibitor: human SRC2 (NCOA2) inhibition; Q15596; HEK293 GAL4-SRC2 luciferase reporter, luminescence; inhibition, % at 9 µM; 370,000 tested, 0.17% active; AID 651957;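 active means inhibition above the mean inhibition of all tested compounds plus 3 SD, set per campaign, cut at about 52% in these data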;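 further: 0% = DMSO treated cells and 100% = cells given Gossypol at 36 µM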
Granule exo inh: blocks lytic granule exocytosis; TALL-104 LAMP-1 surface exposure, flow cytometry; cells stimulated with thapsigargin and PMA; inhibition, % at 10 µM; 360,000 tested, 0.66% active; AID 651702;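 active means inhibition above about 55%, limit read from the data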
TROY NFkB inh: TROY signaling inhibition; Q293 LMP1-TROYcd NF-kB luciferase reporter, 4 h; inhibition, % at 10 µM; 360,000 tested, 0.98% active;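 active means compounds whose plate-normalised and pattern-corrected inhibition of the luciferase reporter signal at the single screening dose is 50% or more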
SRC3 inh: human NCOA3 inhibition; Q9Y6Q9; HEK293 GAL4-SRC3 luciferase reporter, luminescence; inhibition, % at 3.6 µM; 360,000 tested, 0.17% active;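 active means inhibition above a per-campaign cutoff, the mean of all compounds plus 3 SD, cut at about 60% in these data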;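 further: 0% = DMSO-treated cells and 100% = gossypol-treated cells at 36 µM; higher means less SRC3-driven luciferase light from the GAL4 reporter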
SRC1 inh: inhibits human SRC1 coactivator; 360,000 tested, 0.12% active; inhibition, % at 3.6 µM; HEK293 GAL4-SRC1 luciferase reporter, luminescence; Q15788;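 active means inhibition above the campaign mean plus 3 SD, with each screening campaign given its own cutoff, cut at about 60% in these data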;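 further: 0% = DMSO treated cells and 100% = gossypol at 36 µM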
Target sequence (Q15788 whole entry, looked up, the tested form may be a part): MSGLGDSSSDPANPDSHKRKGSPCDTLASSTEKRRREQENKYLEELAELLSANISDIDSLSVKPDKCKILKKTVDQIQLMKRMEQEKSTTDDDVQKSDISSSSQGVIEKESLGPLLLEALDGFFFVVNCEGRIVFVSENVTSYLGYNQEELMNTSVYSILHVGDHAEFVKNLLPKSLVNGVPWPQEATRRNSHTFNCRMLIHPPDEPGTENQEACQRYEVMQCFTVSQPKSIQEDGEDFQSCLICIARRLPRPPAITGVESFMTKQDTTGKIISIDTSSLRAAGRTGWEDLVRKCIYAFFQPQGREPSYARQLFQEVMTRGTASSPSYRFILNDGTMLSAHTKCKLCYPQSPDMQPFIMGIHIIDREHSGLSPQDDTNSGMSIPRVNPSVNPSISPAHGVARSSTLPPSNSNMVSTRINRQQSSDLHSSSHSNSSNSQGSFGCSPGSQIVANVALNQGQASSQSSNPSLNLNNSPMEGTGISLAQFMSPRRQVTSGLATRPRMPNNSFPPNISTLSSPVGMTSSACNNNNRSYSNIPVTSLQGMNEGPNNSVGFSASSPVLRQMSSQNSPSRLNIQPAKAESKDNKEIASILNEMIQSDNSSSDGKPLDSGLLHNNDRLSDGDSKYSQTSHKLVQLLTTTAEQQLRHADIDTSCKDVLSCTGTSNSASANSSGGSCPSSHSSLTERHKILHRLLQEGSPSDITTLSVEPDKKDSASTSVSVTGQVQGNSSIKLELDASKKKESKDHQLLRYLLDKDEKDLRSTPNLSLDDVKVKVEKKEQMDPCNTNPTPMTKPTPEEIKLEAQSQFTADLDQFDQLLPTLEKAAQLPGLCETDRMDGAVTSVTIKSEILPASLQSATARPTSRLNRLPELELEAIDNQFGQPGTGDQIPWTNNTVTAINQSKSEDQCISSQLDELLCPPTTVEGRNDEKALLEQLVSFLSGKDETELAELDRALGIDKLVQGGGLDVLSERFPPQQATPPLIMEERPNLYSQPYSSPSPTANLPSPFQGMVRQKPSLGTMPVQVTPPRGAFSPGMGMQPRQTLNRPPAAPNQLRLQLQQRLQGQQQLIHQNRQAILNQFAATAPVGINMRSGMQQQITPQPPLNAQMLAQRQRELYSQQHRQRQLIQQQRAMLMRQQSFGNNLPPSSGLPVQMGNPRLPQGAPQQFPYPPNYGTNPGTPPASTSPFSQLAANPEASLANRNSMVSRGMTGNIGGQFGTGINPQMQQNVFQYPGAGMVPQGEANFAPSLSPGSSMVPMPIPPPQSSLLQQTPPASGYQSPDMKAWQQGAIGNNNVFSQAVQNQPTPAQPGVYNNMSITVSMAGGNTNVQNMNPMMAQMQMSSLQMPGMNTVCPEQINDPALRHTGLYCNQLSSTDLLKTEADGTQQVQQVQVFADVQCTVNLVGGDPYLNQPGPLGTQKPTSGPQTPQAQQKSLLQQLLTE
NR2F2 inh: blocks human COUP-TFII nuclear receptor | inhibition, % at 8.6 µM | P24468 | HEK293T NGFI-A luciferase reporter, luminescence | 370,000 tested, 0.7% active;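 active means inhibition above a per-plate cutoff, mean inhibition of test wells between control levels plus 3 SD, cut at about 38% in these data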;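 further: cells cotransfected with COUP-TFII expression vector driving the NGFI-A reporter; 0% = median of COUP-TF2 test wells and 100% = reporter-only cells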
The depositor's hits bear a star; x = not tested or not shown.

SMILES	LRH-1 inv ag	TLR9-MyD88 inh	NOD2-RIPK2 inh	TWEAK-Fn14 inh	ABHD5-PLIN5 inh	NCOA2 inhibitor	Granule exo inh	TROY NFkB inh	SRC3 inh	SRC1 inh	NR2F2 inh
O=C(N/N=C/C=C/c1ccccc1)C1CC1(c1ccccc1)c1ccccc1 (stereo unspecified)	-8.2	0.9	-4.7	20.3	-1.8	-8.3	1.5	-41.6	-9.1	12.4	-23.1
COc1ccc(C(=O)Nc2nc3cc4c(cc3s2)OCCO4)c(OC)c1	-9.4	-2.7	3.3	30.5	7.8	-14.7	0.7	0.8	-5.1	-16.8	-13.8
CC1(Cc2ccc(Cl)cc2)C(=O)Nc2ccc(-c3cccnc3)cc21 (stereo unspecified)	19.3	x	-1.4	83.6*	-5.3	50.5	9.5	53.4*	57.1	58.6	34.7
CC(=O)c1c(C)[nH]c(C(=O)NCCc2ccc(Cl)cc2)c1C	-16.6	0.4	1.6	-5.1	0.8	-24.5	-1.1	-4.1	-11.8	-1.9	-21.8
CCNC(=S)N(CCc1ccc(OC)c(OC)c1)Cc1cc2cc(OC)ccc2[nH]c1=O	-0.6	-5.4	1.6	-10.3	-5.9	12.2	0.8	-7.3	8.8	6.4	-38.9
COc1ccc(-c2nc(CN3CCN(c4ccccc4OC)CC3)c(C)o2)cc1	-4.4	-7.4	-9.0	-18.9	7.5	0.0	0.5	-12.7	12.2	2.2	-4.5
COC(=O)c1cn(NC(=O)c2ccc([N+](=O)[O-])c(C)c2)c(=O)c2ccccc12	-2.0	1.4	0.8	6.7	-9.3	23.9	-2.3	-1.7	6.5	-2.8	6.3
Cn1cnnc1SCC(=O)Nc1ccc(S(=O)(=O)N2CCCC2)cc1	0.1	-3.2	-9.1	-10.6	6.4	-6.4	-2.0	4.7	-4.6	9.2	-2.2
CCn1nc(C)c(CNC(=O)C2CCC(=O)N(CCc3ccc(Cl)cc3)C2)c1C (stereo unspecified)	8.4	2.4	-3.2	4.9	0.6	14.7	-3.9	-4.5	8.9	4.6	-1.9
CC(C)n1c(=O)c2ccccc2n1Cc1cn(-c2ccc(Cl)cc2)nn1	-30.8	x	0.4	-4.9	-1.0	16.9	-1.3	9.0	0.6	15.9	18.5
O=C(NCCc1ccc(F)cc1)C1CCCO1 (stereo unspecified)	0.2	2.7	-2.0	4.0	0.4	13.7	-1.6	-6.1	0.7	-3.8	-1.2
COc1ccc(S(=O)(=O)NCc2nc3nc(C)cc(C)n3n2)cc1	4.1	-4.3	6.4	-4.7	-4.0	20.2	11.1	5.5	0.4	-3.4	0.0
CC(C)N(CCn1c(=S)[nH]c2ccccc2c1=O)C(C)C	-7.9	-8.3	-16.9	7.0	5.4	-1.1	0.0	-32.1	1.1	-27.1	0.9
N#C/C(=C/c1ccc(N2CCOCC2)c([N+](=O)[O-])c1)C(N)=O	9.6	-2.2	3.7	6.4	-8.4	1.7	2.0	10.0	8.7	-4.8	-4.1
O=C(NCCCO)c1nc2ccccc2s1	-17.9	2.6	-1.5	3.5	0.9	-32.7	-1.2	0.7	-11.2	-9.9	3.6
CCOC(=O)[C@]12CCCC=C1N(Cc1cccc3ccccc13)C(=O)[C@H](CC(=O)N1CCN(C(=O)c3ccco3)CC1)C2	1.1	x	7.3	10.6	1.5	13.4	-2.1	-1.4	x	x	4.4
CC(C)(C)C(=O)Cn1ncc(N2CCOCC2)c(Cl)c1=O	-23.1	1.9	-1.3	1.0	11.0	-12.9	0.4	-14.3	-8.8	-17.0	-5.0
COc1ccc(-c2cc(CS(=O)(=O)c3ccccc3)on2)cc1	-115.7	-5.0	-5.6	-20.1	2.6	-52.8	10.2	-41.5	-69.2	-106.7	-35.3
O=[N+]([O-])c1ccc(N2CCN(Cc3ccncc3)CC2)cc1	-3.6	-5.9	3.7	-8.6	1.8	24.4	-14.8	10.3	8.7	8.1	-5.5
Cc1ccc(NC(=O)COC(=O)CNC(=O)c2ccc(C)s2)cc1	-0.7	4.1	1.2	-10.0	-0.6	22.0	-3.9	-1.1	-15.0	3.3	-23.1
O=C(CSc1nc2ccccc2c(=O)n1-c1cccc(C(F)(F)F)c1)NC1CC1	-7.4	4.6	10.7	-20.1	-7.2	-1.5	2.9	3.4	-1.9	2.5	-3.2
COc1ccc([N+](=O)[O-])cc1N(CC(=O)N1CCCCC1)S(C)(=O)=O	-22.3	-8.8	11.2	3.8	-0.9	-17.2	-3.4	8.6	8.2	-17.9	12.7
CC1(C)Cc2c(sc(NC(=O)COc3ccc(Cl)cc3)c2C(N)=O)C(C)(C)N1	-3.4	7.6	-7.2	-16.5	8.9	-0.1	26.5	-20.2	4.5	-8.0	6.1
CC(=O)N1CCN(C(=O)CCNS(=O)(=O)c2ccc(Br)cc2)CC1	1.6	-1.8	-1.4	-3.0	-12.8	-15.7	1.8	0.1	11.4	5.1	4.5
Cc1ccc(S(=O)(=O)N2CCC(O)(c3cccnc3)CC2)cc1	-23.0	7.9	-3.6	-9.8	-1.9	-0.3	0.5	16.1	-11.5	5.7	15.0
CCOC(=O)C1CN(S(=O)(=O)c2ccc(OC)cc2)c2cc(Cl)ccc2O1 (stereo unspecified)	2.1	-5.2	0.2	16.2	-3.5	-11.6	24.2	-4.9	9.8	4.0	8.3
C=CCN(c1ccccc1C(=O)O)S(=O)(=O)c1ccc(C)cc1	-8.7	2.3	-9.2	-6.8	0.1	11.2	0.7	-4.4	-11.7	-16.1	30.6
CCOC(=O)C1(Cc2ccc(Cl)cc2)CCN(C(=O)c2sc(C)nc2C)CC1	-3.2	2.5	0.5	2.4	-7.7	24.2	5.3	17.9	19.6	1.2	42.2*
O=C(O)Cn1c(SCCOc2ccc(Cl)cc2)nc2ccccc21	-10.6	-7.6	9.6	3.0	-3.2	-5.3	-8.8	13.2	-14.6	-7.6	4.3
O=C(c1cccc(C(=O)N2CCN(Cc3ccccc3)CC2)c1)N1CCN(Cc2ccccc2)CC1	10.8	-5.1	-7.1	20.8	7.4	5.0	0.8	8.3	7.9	6.5	19.8
CC1(C(=O)NS(=O)(=O)c2ccccc2)CCN1C(=O)Cc1cc(F)ccc1F (stereo unspecified)	-9.9	x	-3.6	14.9	1.5	10.9	-8.5	0.5	-8.9	-14.5	-14.1
COc1ccc(-n2c(=O)c3c4c(sc3n(CC(=O)Nc3cc(C)[nH]n3)c2=O)CCCC4)c(OC)c1	6.4	4.3	-27.4	1.0	11.7	6.7	37.0	-6.5	13.6	-7.7	-4.2
Cc1cc(C)n2nc(C(=O)OCC(=O)NC3CCCCC3)nc2n1	-8.0	8.0	-11.3	3.9	3.9	3.6	7.1	-0.4	-2.8	-10.6	-6.3
CCN1C(=O)/C(=C2/C=CC=CN2C)OC1=S	2.7	-13.6	-2.0	-7.3	-10.9	-19.7	-1.5	-6.4	-7.2	-2.9	-11.6
N#CC1=C(N)Oc2c(oc(CO)cc2=O)C1c1ccsc1 (stereo unspecified)	-23.7	-0.3	0.0	2.0	-2.4	-8.1	-5.2	-5.7	1.3	0.0	8.6
O=S(=O)(c1ccc2oc3ccccc3c2c1)N1CCOCC1	-1.3	3.3	-5.3	4.2	2.1	17.8	1.4	9.9	8.5	-9.3	5.7
COc1cccc(NC(=O)CCN2C(=O)C3CC=CCC3C2=O)c1 (stereo unspecified)	-26.5	10.6	-3.5	-3.5	3.6	-19.6	17.7	-34.2	-15.8	-93.6	-8.2
C#CCOCCOCCOCCNc1nc(N2CCN(C(=O)Cn3cc(CC(C)O)nn3)CC2)nc(N2CCN(C(=O)[C@H]([C@@H](C)O)n3cc(CCCCN)nn3)CC2)n1 (stereo partly specified)	-2.4	-6.3	3.1	0.1	-4.5	-9.1	-2.2	-8.7	-9.2	-10.0	9.5
Cc1ncc([N+](=O)[O-])n1CC(=O)Nc1ccc(Br)cc1	14.1	-5.9	0.8	10.1	-4.4	-3.0	19.0	2.0	5.5	-0.7	3.3
Cn1cccc1Cc1nnc(SCC(=O)N2CCc3ccccc32)n1-c1ccc(F)cc1	17.7	-14.5	-4.5	57.0*	9.2	-13.5	2.0	10.2	0.8	-11.7	8.4

Arranged by molecular weight (largest number first): part of the list above.
SMILES	LRH-1 inv ag	TLR9-MyD88 inh	NOD2-RIPK2 inh	TWEAK-Fn14 inh	ABHD5-PLIN5 inh	NCOA2 inhibitor	Granule exo inh	TROY NFkB inh	SRC3 inh	SRC1 inh	NR2F2 inh
O=C(c1cccc(C(=O)N2CCN(Cc3ccccc3)CC2)c1)N1CCN(Cc2ccccc2)CC1	10.8	-5.1	-7.1	20.8	7.4	5.0	0.8	8.3	7.9	6.5	19.8
Cn1cccc1Cc1nnc(SCC(=O)N2CCc3ccccc32)n1-c1ccc(F)cc1	17.7	-14.5	-4.5	57.0*	9.2	-13.5	2.0	10.2	0.8	-11.7	8.4
CC1(C)Cc2c(sc(NC(=O)COc3ccc(Cl)cc3)c2C(N)=O)C(C)(C)N1	-3.4	7.6	-7.2	-16.5	8.9	-0.1	26.5	-20.2	4.5	-8.0	6.1
CCOC(=O)C1(Cc2ccc(Cl)cc2)CCN(C(=O)c2sc(C)nc2C)CC1	-3.2	2.5	0.5	2.4	-7.7	24.2	5.3	17.9	19.6	1.2	42.2*
O=C(CSc1nc2ccccc2c(=O)n1-c1cccc(C(F)(F)F)c1)NC1CC1	-7.4	4.6	10.7	-20.1	-7.2	-1.5	2.9	3.4	-1.9	2.5	-3.2
CCOC(=O)C1CN(S(=O)(=O)c2ccc(OC)cc2)c2cc(Cl)ccc2O1 (stereo unspecified)	2.1	-5.2	0.2	16.2	-3.5	-11.6	24.2	-4.9	9.8	4.0	8.3
CC1(C(=O)NS(=O)(=O)c2ccccc2)CCN1C(=O)Cc1cc(F)ccc1F (stereo unspecified)	-9.9	x	-3.6	14.9	1.5	10.9	-8.5	0.5	-8.9	-14.5	-14.1
COc1ccc([N+](=O)[O-])cc1N(CC(=O)N1CCCCC1)S(C)(=O)=O	-22.3	-8.8	11.2	3.8	-0.9	-17.2	-3.4	8.6	8.2	-17.9	12.7
COc1cccc(NC(=O)CCN2C(=O)C3CC=CCC3C2=O)c1 (stereo unspecified)	-26.5	10.6	-3.5	-3.5	3.6	-19.6	17.7	-34.2	-15.8	-93.6	-8.2
CCN1C(=O)/C(=C2/C=CC=CN2C)OC1=S	2.7	-13.6	-2.0	-7.3	-10.9	-19.7	-1.5	-6.4	-7.2	-2.9	-11.6

Remaining list, next part
SMILES	LRH-1 inv ag	TLR9-MyD88 inh	NOD2-RIPK2 inh	TWEAK-Fn14 inh	ABHD5-PLIN5 inh	NCOA2 inhibitor	Granule exo inh	TROY NFkB inh	SRC3 inh	SRC1 inh	NR2F2 inh
CN(C)N1C(N)=C(C#N)C(c2ccc3c(c2)OCO3)C2=C1CC(C)(C)CC2=O (stereo unspecified)	8.4	3.4	-3.8	11.4	6.5	-1.9	-8.2	2.4	-32.3	-34.7	-12.7
CC(C)(C)CNC(=O)c1cc2c(Br)ccc(Br)c2nc1N	-0.6	x	-12.2	-5.5	1.2	-4.0	13.1	-29.7	x	x	2.2
O=C1CC(c2cccs2)c2ccc3ccccc3c2N1 (stereo unspecified)	-6.7	-4.0	5.7	23.0	3.6	-16.9	0.0	-32.2	-19.4	-13.3	0.0
Cc1c(N)cccc1N	19.2	2.3	-8.3	11.8	0.7	6.3	-0.6	-5.4	12.2	1.4	-6.9

Some of the compounds tested, so the mix of outcomes need not match the whole.
